High-throughput results deposited in PubChem BioAssay by Broad Institute.
GSK3A inh – inhibitors of human GSK-3 alpha kinase; ADP-Glo luminescence, 60 min; inhibition, % at 10 µM; 0.1% of 320,000 active; AID 2650;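 in the data active = inhibition above about 50%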;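 note: GST-tagged GSK-3 alpha with peptide substrate and 25 µM ATP; 0% = DMSO neutral wells and 100% = GW8510 positive control wells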
Target sequence (P49840 whole entry, looked up): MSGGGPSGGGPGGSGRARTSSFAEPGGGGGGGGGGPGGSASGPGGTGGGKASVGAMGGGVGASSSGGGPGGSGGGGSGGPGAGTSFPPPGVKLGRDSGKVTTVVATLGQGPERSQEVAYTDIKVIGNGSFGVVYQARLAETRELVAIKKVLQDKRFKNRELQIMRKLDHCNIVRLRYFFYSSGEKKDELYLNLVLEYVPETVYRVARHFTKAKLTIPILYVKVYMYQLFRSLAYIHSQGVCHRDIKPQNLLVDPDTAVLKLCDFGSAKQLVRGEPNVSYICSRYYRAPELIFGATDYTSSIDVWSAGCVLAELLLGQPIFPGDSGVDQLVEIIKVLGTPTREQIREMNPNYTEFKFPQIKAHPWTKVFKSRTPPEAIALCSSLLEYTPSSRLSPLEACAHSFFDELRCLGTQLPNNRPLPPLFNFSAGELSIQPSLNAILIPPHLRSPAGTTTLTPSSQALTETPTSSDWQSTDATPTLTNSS
HDAC3 inhib – blocks human histone deacetylase 3; 0.15% of 320,000 active; O15379; recombinant HDAC3, fluorogenic peptide/trypsin coupled, fluorescence; inhibition, % at 8.3 µM; in the data active = inhibition above about 26%, passing the limit was not always enough; inconclusive = no clear call, values can overlap the other calls
Target sequence (O15379 whole entry, looked up): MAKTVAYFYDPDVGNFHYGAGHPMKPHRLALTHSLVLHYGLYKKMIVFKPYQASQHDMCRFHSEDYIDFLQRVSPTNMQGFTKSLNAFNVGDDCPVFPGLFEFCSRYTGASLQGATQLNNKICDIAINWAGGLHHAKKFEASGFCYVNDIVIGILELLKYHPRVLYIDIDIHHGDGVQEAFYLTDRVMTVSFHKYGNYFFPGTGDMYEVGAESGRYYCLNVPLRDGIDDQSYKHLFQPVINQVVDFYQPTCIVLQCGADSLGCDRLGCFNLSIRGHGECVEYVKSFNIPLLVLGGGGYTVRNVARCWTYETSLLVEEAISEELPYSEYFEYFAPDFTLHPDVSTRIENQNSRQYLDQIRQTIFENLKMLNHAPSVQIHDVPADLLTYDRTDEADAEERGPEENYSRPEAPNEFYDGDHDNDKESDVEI
* = called active by the depositor; ? = inconclusive. Not all compounds are listed; rates above refer to the full screens.

Structure	GSK3A inh	HDAC3 inhib
O=C(NCc1ccccc1Cl)[C@@H]1CCCN1S(=O)(=O)c1ccc(Cl)cc1	3	4
Cc1ccc(S(=O)(=O)Nc2ccc3cn[nH]c3c2)c(C)c1	3	-2
O=C(NCC(=O)N1CCN(Cc2ccccc2)CC1)c1cc(Cl)cc([N+](=O)[O-])c1	-3	-1
Cn1cc(S(=O)(=O)N2CCNCC2)cc1C(N)=O	1	-2
CCOC(=O)C1=C(COC(=O)C2CC(=O)N(c3ccccc3F)C2)NC(=O)NC1C (stereo unspecified)	0	1
N#CCCN(C(=O)CSc1ncccn1)c1ccc2c(c1)OCCO2	-4	2
CC1CC(C)CN(C(=O)c2cccc(NC(=O)CC3SC(N4CCCCC4)=NC3=O)c2)C1 (stereo unspecified)	0	9
COc1ccc(NC(=O)CN(C)CC(=O)c2c(C)[nH]c3ccccc23)cc1	-2	-2
O=S(=O)(Nc1ccc(F)cc1)c1ccc(S(=O)(=O)N2CCOCC2)cc1	0	-3
COc1ccc(Cl)cc1NC(=O)COC(=O)C1CC(=O)N(Cc2ccccc2)C1 (stereo unspecified)	0	0
CC1(NC(=O)CSc2nnc(-c3c[nH]c4ccccc34)n2C2CC2)CCS(=O)(=O)C1 (stereo unspecified)	-1	3
N#Cc1ccccc1S(=O)(=O)N1CCN(C(=O)[C@@H]2CCCN2C(=O)c2cccs2)CC1	2	0
COc1ccccc1Nc1nnc(SCC(=O)c2c(N)n(C3CC3)c(=O)[nH]c2=O)s1	0	1
C[C@H](NS(=O)(=O)c1ccc2c(c1)OCCCO2)C(=O)N1CCN(Cc2ccc(C#N)cc2)CC1	-1	5
COc1ccc(N2CCN(C(=O)CSc3nnnn3C3CC3)CC2)cc1	-5	5
O=C1OC(=O)c2cc([N+](=O)[O-])ccc21	-2	3
CNS(=O)(=O)c1ccc(C(=O)NCC(=O)NCCc2ccc3c(c2)OCCO3)cc1	-2	2
CCN(CC)C(=O)[C@H]1CC(CC(=O)NCc2cccc(C(F)(F)F)c2)C(=O)N2CCc3c([nH]c4ccccc34)[C@]12C (stereo partly specified)	-2	20
CC(=O)Nc1ccc(S(=O)(=O)NCC(=O)Nc2ccc3c(c2)OCO3)cc1	-2	-2
Cc1ccc(S(=O)(=O)N2[C@@H](c3ccc(Br)cc3)C(C(=O)O)=CC[C@H]2c2cccc(Cl)c2)cc1	-5	8
CN(C(=O)CSc1nncc2ccccc12)c1ccccc1	-1	6
COc1ccc(C(CNC(=O)c2cccn2C)N2CCOCC2)cc1 (stereo unspecified)	-1	0
COc1ccc(C(=O)N(C)Cc2nc3ccccc3c(=O)[nH]2)cc1S(=O)(=O)N1CCCC1	1	5
O=C(CNC(=O)c1ccccc1F)OCc1nc2ccc(Cl)cc2n1CCO	0	-6
C=CCn1c(SCC(=O)N2CC(C)OC(C)C2)nnc1-c1ccncc1 (stereo unspecified)	9	7

Reprinted from the part before: 3 compounds; new compounds follow.
Structure	GSK3A inh	HDAC3 inhib
COc1ccc(C(=O)N(C)Cc2nc3ccccc3c(=O)[nH]2)cc1S(=O)(=O)N1CCCC1	1	5
O=C(CNC(=O)c1ccccc1F)OCc1nc2ccc(Cl)cc2n1CCO	0	-6
C=CCn1c(SCC(=O)N2CC(C)OC(C)C2)nnc1-c1ccncc1 (stereo unspecified)	9	7
CCC(NS(=O)(=O)c1cccs1)c1ccc(C)cc1 (stereo unspecified)	-2	5
O=C(CSc1ccccn1)Nc1cccc(S(=O)(=O)N2CCCC2)c1	-7	4
Cc1ccc(S(=O)(=O)NCC(=O)OC(C)C(=O)NC(=O)NC2CCCCC2)cc1C (stereo unspecified)	0	4
C#CCOCCOCCOCCNc1nc(N2CCN(C(=O)CCCCCCCCCCNC(=O)[C@H]([C@@H](C)CC)n3cc(CCCCCN)nn3)CC2)nc(N2CCN(C(=O)CCCCCCCCCCNC(=O)[C@@H]([C@H](C)CC)n3cc(CCCCCN)nn3)CC2)n1	17	12
Cc1ccc(NC(=O)c2ccc(OCc3c(C)noc3C)cc2)cc1C	0	-12
O=C(CCCOC(=O)c1ccc(O)cc1O)c1ccccc1	1	7
CCCCn1c(N)c(N(C(=O)CSc2nnc(C)n2-c2ccccc2)C2CCCC2)c(=O)[nH]c1=O	0	-3
COc1ccccc1NC(=O)CSc1nnc(-c2ccoc2C)o1	5	5
O=C(C[C@@H]1C/C=C\C[C@@H](NC(=O)OCC2c3ccccc3-c3ccccc32)C(=O)OC[C@@H](Cc2ccccc2)NC1=O)NCCO	-1	-1
C#CCOCCOCCOCCNc1nc(N2CCN(C(=O)[C@H](CCC(=O)O)n3cc([C@@H](N)[C@H](C)CC)nn3)CC2)nc(N2CCN(C(=O)[C@H](CCCCN)n3cc([C@@H](N)CC(N)=O)nn3)CC2)n1	-1	-4
CC(=O)c1cccc(NC(=O)C(C)OC(=O)c2ccc(Br)o2)c1 (stereo unspecified)	-4	-7
CCNC(=O)N(CC)C[C@H]1N[C@@](Cc2ccccc2)(C(=O)OC)[C@H]2C(=O)N(Cc3ccccc3)C(=O)[C@@H]12	2	2
CCCCCC(=O)Nc1cccc(S(=O)(=O)NC2=NCCCCC2)c1	-2	4
CC(C)Cn1c(SC(C)C(=O)NCC2CCCO2)nc2ccc(Cl)cc2c1=O (stereo unspecified)	1	-1
CN(c1ccccc1)S(=O)(=O)c1ccc(C(=O)N2CCN(c3ccccc3Cl)CC2)cc1	-2	-4
CC[C@H](C)C(N)c1cn([C@@H](CC(N)=O)C(=O)N2CCNCC2)nn1 (stereo partly specified)	6	-8
COc1ccccc1NC(=O)COC(=O)Cn1cnc2c1c(=O)n(C)c(=O)n2C	-2	-9
Cc1nc(SCC(=O)Nc2cc(S(=O)(=O)N3CCOCC3)ccc2Cl)nc(C)c1C	-4	3
CN(CC(=O)Nc1ccc(F)c(F)c1F)C(=O)Cn1cnc2c1c(=O)n(C)c(=O)n2C	-1	-3
CCOC(=O)N1CCN(CC(=O)Nc2ccccc2C(=O)Nc2ccccc2)CC1	3	1
COC(=O)c1c(C)[nH]c(C(=O)OCc2csc(CC(=O)Nc3ccccc3C)n2)c1C	0	-2
CCCCN(C(=O)CCCc1nc2ccccc2c(=O)[nH]1)c1c(N)n(CC(C)C)c(=O)[nH]c1=O	-2	-5
CCOc1ccc(S(=O)(=O)NCCC(=O)OCC(=O)NC(=O)c2cccn2C)cc1	-3	2
COc1ccc(CC(=O)OC(C)C(=O)Nc2ccc(Cl)cn2)cc1 (stereo unspecified)	1	14
O=C(NNC(=O)c1ccc(Br)s1)c1cccc(S(=O)(=O)N2CCCC2)c1	1	9

Quoted at random: 5 entries already listed
Structure	GSK3A inh	HDAC3 inhib
COc1ccccc1NC(=O)CSc1nnc(-c2ccoc2C)o1	5	5
Cc1ccc(S(=O)(=O)NCC(=O)OC(C)C(=O)NC(=O)NC2CCCCC2)cc1C (stereo unspecified)	0	4
Cc1nc(SCC(=O)Nc2cc(S(=O)(=O)N3CCOCC3)ccc2Cl)nc(C)c1C	-4	3
C#CCOCCOCCOCCNc1nc(N2CCN(C(=O)[C@H](CCC(=O)O)n3cc([C@@H](N)[C@H](C)CC)nn3)CC2)nc(N2CCN(C(=O)[C@H](CCCCN)n3cc([C@@H](N)CC(N)=O)nn3)CC2)n1	-1	-4
O=C(CSc1ccccn1)Nc1cccc(S(=O)(=O)N2CCCC2)c1	-7	4

The list continues:
Structure	GSK3A inh	HDAC3 inhib
CC(C)Nc1nnc(SCC(=O)Nc2sccc2C#N)s1	1	7
Cc1c(C(=O)NNC(=O)c2csc(N3CCOCC3)n2)oc2ccccc12	3	1
Cc1cccc(NC(=O)CSc2nc3[nH]c(=O)cc(O)c3s2)c1	14	-1
CCN(C(=O)COC(=O)CNC(=O)c1ccccc1C)C1=CCCCC1	5	-2
Nc1ccc2sc(N)nc2c1	-8	-1
CC(NC(=O)c1ccccc1NC(=O)CN1CCN(c2ccccc2O)CC1)c1ccccc1 (stereo unspecified)	-3	1
COc1ccc(CCC(=O)Nc2cc(S(=O)(=O)N3CCOCC3)ccc2OC(C)C)cc1	0	1
CCc1noc(C)c1C(=O)OC(C)C(=O)c1c(C)[nH]c2ccccc12 (stereo unspecified)	-2	5
COc1ccc(NC(=O)C(C)Sc2nnc(C3CC3)n2C2CC2)cc1 (stereo unspecified)	-4	3
CN(CCOc1ccccc1)C(=O)c1ccc(Cl)c(S(=O)(=O)N2CCCCC2)c1	-3	4
O=C(Nc1cc(S(=O)(=O)N2CCCC2)ccc1Cl)c1cc(F)c(F)c(F)c1F	-1	9
O=C(CN1CCN(c2ccccc2O)CC1)Nc1ccccc1C(=O)NCCc1ccccc1	-1	-4
CCC(C)NC(=O)CSc1ccc(S(=O)(=O)N2CCN(Cc3ccccc3)CC2)cn1 (stereo unspecified)	-1	1
Cc1noc(C)c1C(=O)Nc1nc(-c2cccs2)cs1	0	0
CCN(Cc1ccc2c(c1)OCO2)C(=O)CSc1ncnc2sccc12	-2	6
O=C(Nc1cccc(S(=O)(=O)NC2=NCCC2)c1)c1ccc(F)cc1	-4	1
O=C(CN1C(=O)NC2(CCCCCC2)C1=O)c1cccs1	0	-3
C=CC[C@@H](CC(=O)N[C@@H](CO)Cc1ccccc1)C(=O)N[C@@H](COC(=O)[C@@H](CC=C)CC(=O)OC(C)(C)C)Cc1c[nH]c2ccccc12	-2	18
CC(=O)Nc1ccc(C(=O)OCC(=O)NCc2cccs2)cc1	3	-4
Cc1cc(C(=O)OCC(=O)NCc2cccs2)ccc1[N+](=O)[O-]	-1	0
O=C(c1cc(C2CC2)nn1-c1ccccc1)N1CCN(Cc2ccc(Cl)cc2)CC1	0	8
Cc1ccccc1NC(=O)Cc1nc(COC(=O)c2ccc(NC(N)=O)cc2)cs1	-2	-3
COCCN(Cc1ccccc1)C(=O)C1CCN(S(=O)(=O)c2ccc3c(c2)OCCO3)CC1	5	-1
COc1ccc(C2=NN(C(=O)CSc3nnnn3C)C(c3ccco3)C2)cc1 (stereo unspecified)	-3	2
COc1ccc(NC(=O)c2ccc(S(=O)(=O)N3CC(C)CC(C)C3)cc2)cc1S(N)(=O)=O (stereo unspecified)	0	-79

In the list so far, these have a COOH group:
Structure	GSK3A inh	HDAC3 inhib
Cc1ccc(S(=O)(=O)N2[C@@H](c3ccc(Br)cc3)C(C(=O)O)=CC[C@H]2c2cccc(Cl)c2)cc1	-5	8
C#CCOCCOCCOCCNc1nc(N2CCN(C(=O)[C@H](CCC(=O)O)n3cc([C@@H](N)[C@H](C)CC)nn3)CC2)nc(N2CCN(C(=O)[C@H](CCCCN)n3cc([C@@H](N)CC(N)=O)nn3)CC2)n1	-1	-4

The listing continues:
Order of values – GSK3A inh | HDAC3 inhib
COc1ccc(NS(=O)(=O)c2cc(NC(=O)c3ccc(S(=O)(=O)N(C)C)cc3)ccc2N2CCOCC2)cc1
→ -1 | 4
N#CCSc1ccccc1NC(=O)COC(=O)CCN1C(=O)C2CC=CCC2C1=O (stereo unspecified)
→ -10 | 3
Cc1nn(CC(=O)N2CCN(C(=O)c3ccco3)CC2)c(C)c1[N+](=O)[O-]
→ -2 | 1
CCc1cccc2c(C(=O)CN3C(=O)NC4(CCCCCC4)C3=O)c[nH]c12
→ 0 | -4
O=C(CNC(=O)c1ccc(Cl)cc1)OCn1nnc2ccccc2c1=O
→ -4 | -2
CCOc1cc(OCC)c(C(C)=O)cc1OCC
→ -5 | -5
CN(C1CCCCC1)S(=O)(=O)c1ccc(SCC(=O)C(C)(C)C)nc1
→ -3 | 1
CCN(CC)C(CNC(=O)CSc1nnnn1-c1ccc(C)c(C)c1)c1ccco1 (stereo unspecified)
→ -4 | 1
COc1cccc(CN(C)C(=O)c2cc(S(=O)(=O)NC3CCCCC3)ccc2C)c1OC
→ 0 | 0
COc1ccc(-c2csc(NC(=O)[C@H](C)N3C(=O)C4CC=CCC4C3=O)n2)cc1OC (stereo partly specified)
→ 0 | ?
COc1ccc(CC(=O)OCC(=O)Nc2c(C)n(C)n(-c3ccccc3)c2=O)cc1OC
→ 5 | 3
Nc1c(N(Cc2ccco2)C(=O)COc2ccccc2F)c(=O)[nH]c(=O)n1Cc1ccccc1
→ 1 | 5
COC(=O)c1ccc(-n2c(C)cc(C(=O)COC(=O)C3=COCCO3)c2C)cc1
→ 0 | -1
CC(OC(=O)c1ccc(Cl)c(S(N)(=O)=O)c1)C(=O)NCC1CCCCC1 (stereo unspecified)
→ 0 | -1
COc1ccc(Cl)cc1NC(=O)CN(C)C(=O)c1cc(C)oc1C
→ -2 | 2
CC1CCc2c(sc(NC(=O)CCc3nc4ccccc4c(=O)[nH]3)c2C#N)C1 (stereo unspecified)
→ -1 | -5
CC(C)Cn1c(N)c(C(=O)COC(=O)c2c(O)c(Cl)cc(Cl)c2Cl)c(=O)n(C)c1=O
→ 0 | 6
COc1ccccc1C(=O)NCC(=O)N1CCN(C/C=C/c2ccccc2)CC1
→ -3 | -7
COc1ccc(NC(=O)CN(C)C(=O)C2=NN(c3ccccc3)C(=O)CC2)cc1
→ 2 | 3
CCN(CC)S(=O)(=O)c1ccc(C(=O)NCC2(N3CCOCC3)CCCCC2)cc1
→ -1 | -8
CN(c1ccc(F)cc1)S(=O)(=O)c1ccc(Cl)c(C(=O)OCC(=O)NC2CC2)c1
→ -3 | 7
Cc1nn(-c2ccccc2)c(C)c1C(=O)OCC(=O)Nc1ccccc1F
→ 0 | 0
O=C(c1cn(Cc2ccccc2)nc1-c1cccnc1)N1CCN(Cc2c(F)cccc2Cl)CC1
→ -1 | -2
O=C(/C=C/c1cccs1)NNC(=O)c1ccccc1
→ -2 | 2
O=C(Cc1ccsc1)N1CCN(S(=O)(=O)c2ccccc2F)CC1
→ -3 | -5
Cc1ccc(C(=O)NCC(=O)N2CCCN(C)CC2)cc1C
→ -6 | -3
O=C(NCc1ccncc1)c1cccc(S(=O)(=O)N2CCc3ccccc32)c1
→ 4 | 1
O=C(CCNC(=O)c1ccccc1Cl)Nc1nc2ccc(F)cc2s1
→ 1 | 1
Cc1ccc(F)cc1NC(=O)/C=C/c1ccc(S(=O)(=O)N2CCOCC2)cc1
→ -5 | 2
